ROC1-CUL1 inh: human ROC1-CUL1 E3 ligase inhibition | P62877+Q13616 | in vitro K48 di-Ub FRET, acceptor:donor ratio, 45 min | inhibition, % at 10 µM | hit rate 0.6% among 140,000; in the data active = inhibition above about 25%
Target sequence (P62877 whole entry, looked up): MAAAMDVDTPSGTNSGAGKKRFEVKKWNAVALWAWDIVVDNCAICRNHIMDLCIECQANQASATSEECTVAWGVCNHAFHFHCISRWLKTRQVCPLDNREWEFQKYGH
Target sequence (Q13616 whole entry, looked up): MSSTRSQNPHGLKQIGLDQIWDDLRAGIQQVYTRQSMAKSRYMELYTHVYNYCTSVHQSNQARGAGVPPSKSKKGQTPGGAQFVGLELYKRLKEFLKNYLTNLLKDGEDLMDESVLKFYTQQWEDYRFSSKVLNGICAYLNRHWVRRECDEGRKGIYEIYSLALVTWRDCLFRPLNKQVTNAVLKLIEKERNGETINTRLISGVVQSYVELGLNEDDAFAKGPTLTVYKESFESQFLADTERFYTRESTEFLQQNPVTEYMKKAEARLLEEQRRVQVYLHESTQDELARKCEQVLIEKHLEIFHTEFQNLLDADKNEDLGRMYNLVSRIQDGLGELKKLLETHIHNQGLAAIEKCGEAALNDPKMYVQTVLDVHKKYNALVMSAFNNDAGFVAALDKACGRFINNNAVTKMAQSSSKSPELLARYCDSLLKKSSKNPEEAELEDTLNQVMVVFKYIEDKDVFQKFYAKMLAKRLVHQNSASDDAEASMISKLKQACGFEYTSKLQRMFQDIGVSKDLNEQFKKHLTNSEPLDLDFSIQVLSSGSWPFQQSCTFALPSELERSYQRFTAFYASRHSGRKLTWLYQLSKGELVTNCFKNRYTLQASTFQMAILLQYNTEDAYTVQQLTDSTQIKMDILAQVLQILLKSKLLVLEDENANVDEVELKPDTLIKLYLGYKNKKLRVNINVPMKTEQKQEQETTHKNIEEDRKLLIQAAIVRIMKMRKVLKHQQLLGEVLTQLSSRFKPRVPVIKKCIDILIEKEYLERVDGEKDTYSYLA
Active calls of the source: *. Not all compounds are listed. The share of hits here may be higher or lower than overall.

ROC1-CUL1 inh	Structure
21	CCc1ccc(N2C(=O)/C(=C/c3cccn3-c3cccc(C(=O)O)c3)C(=O)NC2=S)cc1
5	CCC(C)CC(=O)Nc1nc2c(s1)C(=O)CC(C(=O)N1CCCC1)C2 (stereo not given)
4	COC(=O)c1ccccc1NS(=O)(=O)c1cc2c(cc1C)N(C)CCO2
-1	C=C(C)Cn1c(=O)c2c(nc3n2CC(C)=NN3)n(C)c1=O
14	Cc1cc(C)c(N2CCN(S(=O)(=O)N(C)C)CC2)c(C)c1
7	O=C1N(Cc2cccnc2)CCCC12CCN(Cc1ccccn1)C2 (stereo not given)
-3	CCOC(=O)c1cnc(NCc2ccc(Cl)cc2)c2ccccc12
-3	COC(=O)C(C(=O)Nc1ccc(OC)cc1)C1CCCC1 (stereo not given)
-13	Cc1ccccc1C(=O)OCc1cc(=O)n2nc(C3CCCCC3)sc2n1
4	CCOC(=O)c1c(NC(=O)c2ccc(-c3cccc(Cl)c3C)o2)sc2c1CCCC2
-5	COc1ccc(NC(=O)c2ccccc2NC(=O)CCC(=O)O)c(OC)c1
-4	O=C(NCCc1nc2ccccc2n1Cc1ccc(Cl)cc1Cl)c1ccco1
-21	CCCCOC(=O)c1ccc(NC(=O)COc2c(C)cc(C)cc2C)cc1
-11	CCC1CCCCN1CCCNC(=O)c1cc2c(Cl)nc3ccc(C)cc3c2s1 (stereo not given)
1	COC(=O)c1cc(NC(=O)c2cccc(C)c2)cc(C(=O)OC)c1
8	O=C(/C=C\c1ccccc1)Nc1cc(-c2ccc(Cl)cc2)[nH]n1
3	COc1ccc(-n2c(SCC(=O)O)nc3sc4c(c3c2=O)CC(C)(C)OC4)cc1
3	COc1ccc(-c2cn3c(n2)sc2cc(C(=O)NC4CCCCCC4)ccc23)cc1
1	O=C(Sc1ccc(Cl)cc1)c1ccccn1
7	CCOC(=O)c1c(C)oc2nc(C)nc(N3CCN(c4cccc(C)c4C)CC3)c12
-3	CC(C)NC(=O)c1sc2nc(C34CC5CC(CC(C5)C3)C4)cc(C(F)(F)F)c2c1N
9	CCN1CCN(C(c2cccc(F)c2)C2C(=O)C=C(C)N(Cc3ccco3)C2=O)CC1 (stereo not given)
7	COc1cc(C(=O)Nc2ccc(F)cc2)c(Br)c(OC)c1OC
4	COc1ccccc1CNC(=O)c1cccn1-c1nnc(N2CCCCC2)s1
-11	COc1ccc(-n2c3c(cc(-c4nc(-c5ccc(C)cc5)cs4)c2=O)C(=O)CC(C)(C)C3)cc1
-6	Cc1cc(OCCn2cc(C(=O)c3ccco3)c3ccccc32)ccc1Cl
6	COc1cc(/C=C2\SC(=O)N(c3cccc(Cl)c3)C2=O)ccc1OCc1cccc(F)c1
2	COCCOC(=O)C1C(C)=NC(C)=C(C(=O)OC(C)C)C1c1cccc(NC(=O)C(C)C)c1 (stereo not given)
-1	O=C(CSc1nnc(-c2cccs2)o1)Oc1ccccc1
4	O=C(CCn1cnnn1)Nc1ccccc1
-10	C=C(C)C(Cc1ccccc1)S(=O)(=O)CC(C)=O (stereo not given)
3	COc1ccc(-c2noc(CSc3nc4ccccc4[nH]3)n2)cc1
0	Cc1sc(C)c(C(=O)c2ccccc2)c1Br
3	C=CCn1c(=O)c2c(nc3n(CCC)c(C)cn23)n(C)c1=O
-1	Clc1ccc2oc(SCc3ccco3)nc2c1
2	CCCC1(C)NC(=O)c2ccccc2O1 (stereo not given)
1	CCN(CC)CCCNc1nc(-c2ccccc2)nc2ccccc12
3	Cc1ccccc1N1C(=O)CC(c2cn(Cc3ccccc3)c3ccccc23)C1=O (stereo not given)
-3	C=CCNC(=O)N1CCC2(CCCN(Cc3cc(OC)ccc3F)C2=O)C1 (stereo not given)
2	O=C(NC1CCS(=O)(=O)C1)c1ccc(OC2CCN(Cc3ccccn3)CC2)cc1 (stereo not given)
-10	Cc1c(C(=O)OC2CCCCC2)[nH]c2c1C(=O)CC(c1ccc(F)cc1)C2 (stereo not given)
-5	CCCCc1nn2c(=O)cc(COC(=O)c3ccc(NC(=O)C(CC)CC)cc3)nc2s1
-1	Cc1ncc2c(c1-c1noc(COCc3ccccc3)n1)CCNC2
5	Cc1sc2ncnc(SCC(=O)NC3CC3)c2c1C
7	Cc1ccc(C(=O)NC2CCN(Cc3ccccc3)CC2)cc1C
5	COCc1cc(C)nc2sc(C(=O)Nc3ccc(C)c(F)c3)c(N)c12
3	O=C1CCCc2c1cnn2-c1nc2ccccc2s1
-6	CC(C)c1nc(NCCCO)c(C#N)c2c1CCCC2
-9	O=C(O)c1cc(C(=O)O)cc(C23CC4CC(CC(C4)C2)C3)c1
7	COc1cc(Cl)c(C)cc1NC(=O)c1cc2c(Cl)nc3ccc(C)cc3c2s1

(continued)
ROC1-CUL1 inh	Structure
-18	O=C(NC(=O)c1ccccc1)Nc1ccc(-c2cc(C(F)(F)F)nn2-c2ccccc2)cc1
0	CC(=O)c1ccc(NC(=O)c2ccc(Br)o2)cc1
6	Cc1ccc(F)cc1NC(=O)c1c(C)noc1C
1	Cc1cc(Nc2cccc(C(=O)O)c2)n2nc(C)nc2n1
5	CS(=O)(=O)c1nnc(NC(=O)c2ccccc2)s1
-6	Cc1ccccc1N1CCN(C(=O)c2ccc(F)cc2)CC1
6	COC(=O)c1c(NC(=O)c2nc(SCc3ccccc3C)ncc2Cl)sc2c1CCCC2
2	COc1ccc(Cl)cc1NC(=O)CSc1nnc(CCNC(=O)c2ccccc2C)n1C
9	COc1cccc(Oc2nc3c(c(=O)n(C)c(=O)n3C)n2Cc2ccc(F)cc2)c1
0	COc1cc2c(cc1OC)Sc1ccccc1C=C2
-11	CCOC(=O)N1CCC(N2CCCN(c3nc(C)c4cc(OCC)ccc4n3)CC2)CC1
-5	Cc1cccc(NC(=O)Nc2cccnc2)c1
0	COc1cccc(-n2c(C)cn3c4c(=O)n(CCCO)c(=O)n(C)c4nc23)c1
3	CCOc1cc(Cl)c(C(C)NC(=O)c2ccc(OC)cc2)cc1OCC (stereo not given)
102*	N=C1C(=O)c2c(N)cccc2C(=O)C1Br (stereo not given)
-3	CCOc1cc(CNCCO)cc(Cl)c1OCc1cccs1
-5	Cc1ccc(NS(=O)(=O)Cc2ccccc2F)c(C)c1
3	COc1ccc(C(=O)Nc2ccc3oc(-c4cccc5ccccc45)nc3c2)cc1[N+](=O)[O-]
8	COc1ccccc1C(=O)Oc1ccc(-c2ccc(C)cc2)cc1
-3	O=C(NCc1ccc(Cl)cc1)c1ccc(Cn2c(=O)c3cccn3c3cccnc32)cc1
-9	CC(C)(C)c1cc(C(C)(C)C)n(Cn2nc(C(C)(C)C)cc2C(C)(C)C)n1
6	COCCN1CCC(CN(Cc2ccncc2)Cc2cccc(OCCO)c2)CC1
11	O=c1c2cn[nH]c2[nH]c(=S)n1Cc1ccccc1
-3	C=CCC(O)(CC=C)C(C)NC(=O)CCC1(CC)CCC(=O)N1 (stereo not given)
2	O=C(Nc1ccc(Nc2ccccc2)cc1)c1ccoc1
2	CCc1ccc(-n2c(=O)c3c4c(sc3n(Cc3ccccc3C#N)c2=O)CCCC4)cc1
-5	CN1C(=O)Cc2cc(S(=O)(=O)CCC(=O)Nc3ccccc3)ccc21
-5	CC(=O)Nc1ccc(C(=O)NCC(=O)OCc2ccc(Cl)cc2Cl)cc1
-6	Cc1ccc(C)c(Nc2nnc(-c3ccc(C)c(S(=O)(=O)NCC4CCCO4)c3)c3ccccc23)c1 (stereo not given)
4	Cc1cccc(-c2nc(C)c(CCNC(=O)c3cccs3)s2)c1
-5	CC(C)(C)c1ccc(-c2nc(-c3nonc3N)no2)cc1
-10	O=C(Cn1nnc2ccccc21)OCC(=O)c1ccc(Br)cc1
-1	COc1ccc(OC)c(S(=O)(=O)NCCc2sc(C)nc2C)c1
0	Cc1ccccc1Cn1c(Oc2ccccc2F)nc2c1c(=O)n(C)c(=O)n2C
3	Cc1ccc2nc(-c3cnc(N(C)C)nc3)cc(C(=O)N3CCOCC3)c2c1
-1	CCCC1=Nc2cc(C(=O)NCC(C)c3ccccc3)ccc2Sc2ccccc21 (stereo not given)
4	O=C1CC(N2CCN(C(c3ccccc3)c3ccccc3)CC2)C(=O)N1c1ccc(OC(F)(F)Cl)cc1 (stereo not given)
13	COC(=O)c1ccc(C(=O)OC)c(NC(=O)c2ccc(-c3ccc(Cl)cc3Cl)o2)c1
6	CCc1noc(C)c1C(=O)Nc1ccccc1-c1ccccc1
-12	COc1ccc(C2CC(=O)N(CC(=O)Nc3cc(C)ccc3C)c3ccccc3S2)cc1 (stereo not given)
-3	COc1ccc(NC(=O)c2sc3nc4c(c(-c5ccc(OC)cc5)c3c2N)-c2ccccc2C4=O)cc1
10	COC(=O)c1ccc(OCC(=O)c2ccc(F)cc2)cc1
-9	Cn1c(=O)c(-c2ccccc2)nc2ccccc21
-2	O=c1cc(CO)occ1OCc1ccccc1
5	CC(=O)N1CCCC1c1nc2ccccc2n1Cc1ccccc1Cl (stereo not given)
-3	Oc1c(C=C2N=c3ccccc3=N2)sc(=S)n1-c1ccc(F)cc1
8	Cc1c(CC(=O)NCC(O)CO)c2c(n1C1CCCCC1)CC(C)(C)CC2=O (stereo not given)
5	NCCCNS(=O)(=O)c1ccc(Cl)cc1
4	CC(C)CC(=O)Nc1sc2c(c1C(=O)N1CCCCC1)CCCC2
6	COc1cc(NC(=O)c2ccc(Br)o2)ccc1NC(=O)C(C)C

(further entries)
ROC1-CUL1 inh	Structure
5	N#Cc1ccc(Oc2ccc(C(=O)OCc3ccccc3)cc2)cc1C#N
-3	CC(C)c1cc(C(N)=O)c(NC(=O)COc2ccc(Cl)c(Cl)c2)s1
2	N#Cc1ccc(N2CCOC2=O)cc1
9	COc1cccc(CNC(=O)CCCn2c(=O)c3cccn3c3cccnc32)c1OC
67*	CCOC(=O)c1cc(-c2ccc(C(c3c(C)[nH][nH]c3=O)c3c(C)[nH][nH]c3=O)o2)ccc1Cl
1	CCN(CC)CCn1nnc(-c2ccc(OC)c(OC)c2)n1
-5	CCN(CC)S(=O)(=O)c1ccc(NC(=O)CCc2c(C)nc3cc(-c4ccc(Cl)cc4)nn3c2C)cc1
-5	Cc1cnc(CN(C)c2nncc(-c3ccc(C)o3)n2)[nH]1
-7	COc1cc(OC)c(C2c3c(n[nH]c3-c3ccc(C)cc3)OC(=N)C2C#N)cc1OC (stereo not given)
1	CCCCN1C(=O)/C(=C/c2ccccc2)N(C)C1=S
-2	CC(C)c1noc(C2CCCCN2C(=O)Cn2ncc(N(C)C)cc2=O)n1 (stereo not given)
6	COc1ccc(CN2CCN(S(=O)(=O)c3ccccc3)CC2)c(OC)c1
-1	CCCCOc1cccc(OCC(=O)Nc2nc3ccccc3[nH]2)c1
-8	Cc1cc(C(F)(F)F)nn1CC(=O)N1N=C2/C(=C/c3ccc(N4CCOCC4)cc3)CCCC2C1c1ccc(N2CCOCC2)cc1 (stereo not given)
-9	CCOC(=O)N1CCC(NC(=O)C2CC23CCN(C(=O)c2cc4cc(C)ccc4[nH]2)CC3)CC1 (stereo not given)
-1	O=c1cc(N2CCCCC2)cnn1CC1COc2ccccc2O1 (stereo not given)
15	O=C(c1ccc(NS(=O)(=O)c2cccc(C(F)(F)F)c2)cc1)N1CCCCCC1
-1	CCCc1sc(N(C(=O)Cc2ccccc2)c2ccccc2C)nc1-c1ccc(OC)cc1
12	COc1cc2c(cc1NS(=O)(=O)N1CCCCC1)oc1ccccc12
-3	COc1ccc(N=c2ssc3c2-c2cc(Br)ccc2NC3(C)C)cc1
4	Cc1cc(C(=O)CSc2n[nH]c(N)n2)c(C)n1-c1ccc(F)cc1
5	Cc1ccc(C)c(S(=O)(=O)NCC(=O)N2CCCC2)c1
-8	Cc1ccccc1Nc1c(-c2ccc(Br)cc2O)nc2sccn12
3	CN1CCC(N2CCCC(NC(=O)C3CCCC3)C2)CC1 (stereo not given)

Given as comma-separated lines: part of the list above.
Structure,ROC1-CUL1 inh
N#Cc1ccc(Oc2ccc(C(=O)OCc3ccccc3)cc2)cc1C#N,5
CC(C)c1cc(C(N)=O)c(NC(=O)COc2ccc(Cl)c(Cl)c2)s1,-3
N#Cc1ccc(N2CCOC2=O)cc1,2
COc1cccc(CNC(=O)CCCn2c(=O)c3cccn3c3cccnc32)c1OC,9
CCOC(=O)c1cc(-c2ccc(C(c3c(C)[nH][nH]c3=O)c3c(C)[nH][nH]c3=O)o2)ccc1Cl,67*
CCN(CC)CCn1nnc(-c2ccc(OC)c(OC)c2)n1,1
CCN(CC)S(=O)(=O)c1ccc(NC(=O)CCc2c(C)nc3cc(-c4ccc(Cl)cc4)nn3c2C)cc1,-5
Cc1cnc(CN(C)c2nncc(-c3ccc(C)o3)n2)[nH]1,-5
COc1cc(OC)c(C2c3c(n[nH]c3-c3ccc(C)cc3)OC(=N)C2C#N)cc1OC (stereo not given),-7
CCCCN1C(=O)/C(=C/c2ccccc2)N(C)C1=S,1
CC(C)c1noc(C2CCCCN2C(=O)Cn2ncc(N(C)C)cc2=O)n1 (stereo not given),-2
COc1ccc(CN2CCN(S(=O)(=O)c3ccccc3)CC2)c(OC)c1,6
CCCCOc1cccc(OCC(=O)Nc2nc3ccccc3[nH]2)c1,-1
Cc1cc(C(F)(F)F)nn1CC(=O)N1N=C2/C(=C/c3ccc(N4CCOCC4)cc3)CCCC2C1c1ccc(N2CCOCC2)cc1 (stereo not given),-8
CCOC(=O)N1CCC(NC(=O)C2CC23CCN(C(=O)c2cc4cc(C)ccc4[nH]2)CC3)CC1 (stereo not given),-9
O=c1cc(N2CCCCC2)cnn1CC1COc2ccccc2O1 (stereo not given),-1
O=C(c1ccc(NS(=O)(=O)c2cccc(C(F)(F)F)c2)cc1)N1CCCCCC1,15
CCCc1sc(N(C(=O)Cc2ccccc2)c2ccccc2C)nc1-c1ccc(OC)cc1,-1
COc1cc2c(cc1NS(=O)(=O)N1CCCCC1)oc1ccccc12,12
COc1ccc(N=c2ssc3c2-c2cc(Br)ccc2NC3(C)C)cc1,-3
Cc1cc(C(=O)CSc2n[nH]c(N)n2)c(C)n1-c1ccc(F)cc1,4
Cc1ccc(C)c(S(=O)(=O)NCC(=O)N2CCCC2)c1,5
Cc1ccccc1Nc1c(-c2ccc(Br)cc2O)nc2sccn12,-8
CN1CCC(N2CCCC(NC(=O)C3CCCC3)C2)CC1 (stereo not given),3

Compound activity (PubChem)
